m5-HT2A agonist – mouse Htr2a agonists via beta-arrestin recruitment, primary screen, cell-based, luminescence; 5-hydroxytryptamine receptor 2A (Mus musculus), P35363; 360,000 compounds, 0.66% hits; activation, % at 7.6 µM; CHO-K1 mHTR2A beta-arrestin complementation; percent of 30 µM serotonin response;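 active = activation above a run cutoff, the mean activation of all tested compounds plus 3 SD, cut at about 14% in these data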;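 also: 0% = plate median of compound wells and 100% = 30 µM serotonin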
Target sequence (P35363 whole entry, looked up): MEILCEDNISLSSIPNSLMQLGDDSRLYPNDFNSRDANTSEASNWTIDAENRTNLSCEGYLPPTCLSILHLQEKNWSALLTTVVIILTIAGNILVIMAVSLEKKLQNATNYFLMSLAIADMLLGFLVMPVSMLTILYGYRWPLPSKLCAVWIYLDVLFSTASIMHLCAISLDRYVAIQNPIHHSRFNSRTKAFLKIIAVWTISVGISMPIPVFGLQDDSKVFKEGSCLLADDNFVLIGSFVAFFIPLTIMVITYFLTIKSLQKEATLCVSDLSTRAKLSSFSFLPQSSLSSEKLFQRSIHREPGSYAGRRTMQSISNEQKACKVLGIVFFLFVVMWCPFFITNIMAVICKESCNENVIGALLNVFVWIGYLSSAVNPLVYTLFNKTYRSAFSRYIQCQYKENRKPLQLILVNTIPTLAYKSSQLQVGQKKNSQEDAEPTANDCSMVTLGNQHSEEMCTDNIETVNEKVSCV
N-glyco inh – increase of ERlucT glycosylation luciferase signal, primary screen, N-linked glycosylation inhibitor project, D54 ERlucT cells, luminescence, set 2. reporter increase, % at 12.5 µM. D54 ERlucT glycosylation luciferase reporter, 24 h; percent of 100 nM tunicamycin response. 360,000 compounds, 0.23% hits;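 active = mean luciferase reporter signal, scaled so untreated is 0 and the glycosylation-blocking control 100, at or above a set limit in every replicate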;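 also: luciferase carries N-glycosylation sites so blocking glycosylation raises the light; 0% = median of neutral control wells and 100% = median of 100 nM tunicamycin wells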
aDG glyco act – activators of alpha-DG glycosylation, primary screen, uHTS, Pro5-aDG cells, AlphaScreen. alpha-DG glycosylation AlphaScreen (IIH6); 0% Pro5, 100% B10-LARGE cell signal. activation, % at 10 µM. 360,000 compounds, 0.22% hits. AID 624168, 2012;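 active = activation of at least 8% versus controls, or a plate z-score of at least 8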;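 also: Pro5 are CHO cells carrying HIG-tagged alpha-DG that lacks glycosylation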
MC4R barr agon – MC4R agonists recruiting beta-arrestin, primary screen, cell-based, luminescence, agonist arm of biased-ligand search. Melanocortin receptor 4 (Homo sapiens), P32245. U2OS MC4R beta-arrestin complementation; percent of melanotan II response, DMSO zero. activation, % at 8.9 µM. 360,000 compounds, 0.98% hits. AID 540308, 2011;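 active = activation above a per-plate cutoff, the mean activation of sample wells on that plate plus 3 SD, cut at about 8% in these data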
ABCB6 inh MLPCN – ABCB6 transporter inhibitors, primary screen, K562-ABCB6 cells, flow cytometry, MLPCN library. fluorescence ratio to DMSO, % at 10 µM. ATP-binding cassette sub-family B member 6 (Homo sapiens), Q9NP58. 360,000 compounds, 0.19% hits. AID 602162, 2011. K562-ABCB6 porphyrin accumulation, 1 h; active compounds read low;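 active = fluorescence ratio to DMSO below 75%, the collection mean minus 3 SD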;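 also: signal is porphyrin accumulated inside mitochondria; 100% equals median channel fluorescence of DMSO control wells; lower ratio means ABCB6 inhibition with less porphyrin fluorescence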
PDI turbidity – inhibitors of human PDI, primary screen, biochemical, turbidity, single point, plate reader | 350,000 compounds, 0.052% hits | PDI insulin aggregation turbidity, A650, 90 min | AID 588391, 2011 | Protein disulfide-isomerase (Homo sapiens), P07237 | inhibition, % at 10 µM;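 active = mean inhibition across replicates of 30% or more, whatever share of single replicates reach that level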;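 also: absorbance from insulin aggregation driven by PDI reduction with DTT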
Target sequence (P07237 whole entry, looked up): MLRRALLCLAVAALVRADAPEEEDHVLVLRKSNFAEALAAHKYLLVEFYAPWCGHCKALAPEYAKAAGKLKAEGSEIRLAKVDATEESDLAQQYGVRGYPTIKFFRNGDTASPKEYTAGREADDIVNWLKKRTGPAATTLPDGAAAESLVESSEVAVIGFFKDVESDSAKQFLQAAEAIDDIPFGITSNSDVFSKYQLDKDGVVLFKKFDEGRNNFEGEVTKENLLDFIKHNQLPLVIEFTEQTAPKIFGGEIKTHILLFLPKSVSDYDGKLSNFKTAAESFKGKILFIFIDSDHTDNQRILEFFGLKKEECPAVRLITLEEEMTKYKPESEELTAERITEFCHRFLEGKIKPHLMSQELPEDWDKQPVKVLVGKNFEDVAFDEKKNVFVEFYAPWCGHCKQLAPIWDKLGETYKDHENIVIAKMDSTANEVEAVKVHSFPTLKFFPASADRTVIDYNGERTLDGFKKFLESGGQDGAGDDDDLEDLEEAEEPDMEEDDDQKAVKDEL
Vif inh – HIV Vif self-association inhibitors, primary screen, imaging, HEK293T, single point. HEK293T cells, Vif self-association by quenched fluorescence, 24 h. inhibition, % at 7.49 µM. 340,000 compounds, 0.35% hits. AID 602346, 2012; in the data active = inhibition above about 50%, passing the limit was not always enough; also: some results filed as inactive read as strong as hits
CaV13 FRET inh – Disruptors of the CACNA1D IQ motif to Ca2+-dependent inactivation inhibitor domain association, primary screening, Förster resonance energy transfer in intact living …; HEK cells, CFP/YFP FRET ICDI-IQ, plate reader, 10 min; percent FRET-ratio fall versus neutral wells; inhibition, % at 12.3 µM; 340,000 compounds, 0.098% hits; AID 743397;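 active = mean replicate inhibition of at least 30% and at least 1% of replicates passing that level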;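 also: 0% = median of the neutral control wells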
MC4R antagonist – MC4R antagonists of cAMP signaling, primary screen, cell-based, TR-FRET, antagonist arm of biased-ligand search; Melanocortin receptor 4 (Homo sapiens), P32245; MC4R-expressing cells, MTII-stimulated cAMP, LANCE TR-FRET; inhibition, % at 6.5 µM; 360,000 compounds, 0.48% hits;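 active = inhibition above its plate's cutoff, the mean of tested wells on that plate plus 3 SD, cut at about 29% in these data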;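 also: 0% = Melanotan II alone and 100% = Melanotan II plus saturating MCL0020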
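System: U2OS cells stably expressing human melanocortin 4 receptor (MC4R). Reagent: Melanotan II challenge after compound preincubation. Doses: 6.5 µM. Times: 30-min compound, 1-h challenge, 1-h detection, room temperature. Measured by: TR-FRET with Eu-cAMP and labeled anti-cAMP, 671 nm. Replicates: singlicate.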
Cardio protect – cardioprotection against H2O2-induced cell death, primary screen, uHTS, H9c2 cells, ATPLite luminescence. protection from H2O2 cell death, % at 20 µM. H9c2 cardiomyocytes, H2O2 injury protection, 2 h. 360,000 compounds, 0.63% hits;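 active = compounds giving at least 50% protection of heart cells from peroxide-induced death in the single-dose screen, raw or plate-pattern-corrected value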;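 also: 0% = DMSO wells with peroxide and 100% = DMSO wells without peroxide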
Active calls of the source: *; · = no result given.

SMILES | m5-HT2A agonist | N-glyco inh | aDG glyco act | MC4R barr agon | ABCB6 inh MLPCN | PDI turbidity | Vif inh | CaV13 FRET inh | MC4R antagonist | Cardio protect
O=C(O)c1nn(-c2cccc(Cl)c2)c(=O)cc1O | 9 | 1 | -0.1 | -2.7 | 102 | -5 | -3 | -6 | -7 | -1
Oc1ccc(C=Nc2cccc3ccccc23)c(O)c1 | 1 | 9 | -0.1 | -2.0 | 98 | 11 | -3 | -21 | -2 | -5
COc1ccc(C(C)(C)C)cc1NC(=O)COc1ccc(-c2nnco2)cc1 | 2 | 1 | 0.6 | 3.5 | 98 | 16 | -27 | -5 | 3 | -7
O=C(O)c1ccc(OCC(O)Cn2cnc3ccccc32)cc1 (stereo not drawn) | 4 | 2 | -0.2 | 0.2 | 97 | 4 | -1 | -4 | 26 | -6
O=S(=O)(c1ccc(F)cc1)N1CCN(CC(O)COc2ccccc2F)CC1 (stereo not drawn) | -6 | 1 | 0.0 | 0.5 | 96 | 7 | -3 | -2 | 17 | -3
Cc1sc(NC(=O)C2CCCCC2C(=O)O)c(C(N)=O)c1-c1ccc(C(C)(C)C)cc1 (stereo not drawn) | 1 | 2 | -0.5 | -1.7 | 105 | -5 | -2 | -1 | 10 | -4
CCOc1c(Cl)cc(CNCC(O)c2ccccc2)cc1OC (stereo not drawn) | 3 | -1 | 0.0 | 3.5 | 92 | 21 | 2 | -14 | 2 | 4
COc1ccc(OC)c(NC(=O)COC(=O)CCS(=O)(=O)c2ccc(Cl)cc2)c1 | -4 | 0 | -0.2 | 4.0 | 94 | 0 | 0 | -2 | 11 | 5
O=C(CSc1nccc(=O)[nH]1)c1ccccc1Br | -3 | 1 | 0.0 | -0.9 | 81 | 3 | 17 | -7 | -5 | 10
COc1ccc(C2CC(=O)Nc3sc(=N)c4c(N)c(C#N)c(N)nc4c32)cc1OC (stereo not drawn) | 2 | 5 | -0.1 | -1.3 | 99 | -10 | 4 | · | -45 | -11
Cc1c(NC(=O)C(C)n2cc([N+](=O)[O-])cn2)c(=O)n(-c2ccccc2)n1C (stereo not drawn) | -1 | 3 | 0.6 | -1.8 | 96 | 9 | -11 | -18 | 3 | -1
Cn1cccc1/C=N/N1CCN(Cc2cccc3ccccc23)CC1 | -6 | -1 | -0.1 | 2.7 | 97 | 0 | 1 | -2 | 27 | -6
COc1ccc(NC(=O)Nc2ccccn2)cc1OC | 2 | 2 | 0.0 | -0.2 | 97 | 8 | -2 | -13 | 10 | -6
CCC(C)[C@H](NC(=O)[C@H](Cc1ccccc1)n1c(=O)[nH]c2ccccc2c1=O)C(=O)N1CCC[C@@H]1C(=O)O (stereo partly drawn) | 0 | 1 | -0.1 | 0.8 | 101 | · | -4 | · | 12 | 2
O=C(CNS(=O)(=O)c1cccc(C(F)(F)F)c1)NC1CCCCCC1 | -2 | 3 | 0.0 | 0.1 | 94 | 11 | -8 | -7 | 2 | 0
COC(=O)c1cccc(NC(=O)c2ccccc2)c1 | -5 | -1 | 0.1 | 0.9 | 102 | -3 | -1 | -3 | 0 | -5
COC(=O)c1[nH]c2ccccc2c1NS(=O)(=O)c1ccc(OC)cc1OC | -3 | 0 | 0.2 | -1.1 | 98 | -11 | -7 | -6 | 13 | 6
C/C(=C\c1cc(C(=O)O)c(C)o1)CO | 3 | 0 | 0.1 | 1.5 | 98 | 0 | -2 | -6 | 4 | 5
COc1ccc(-c2cc(C(=O)NCCCN3CCOCC3)on2)cc1OC | 3 | 3 | 0.1 | -0.8 | 98 | 2 | -2 | -2 | 5 | 2
COc1cc(/C=C(\C#N)C(=O)c2ccc(O)c(O)c2)cc(I)c1O | -3 | 3 | -0.1 | -1.5 | 106 | 4 | 10 | -4 | 4 | 62*
CC[C@@H]1C/C=C\Cc2ccccc2[C@H](C(=O)C[C@@H](O)CC(C)=O)OC1=O | -7 | 4 | 0.0 | -1.4 | 102 | -1 | 14 | -10 | 3 | -10
C[C@H](CO)N1C[C@H](C)[C@H](CN(C)C(=O)Nc2cccc3ccccc23)OCc2cnnn2CCCC1=O | 3 | 2 | 0.2 | -0.2 | 98 | -4 | · | -10 | 0 | 4
Cc1cccnc1C(NC(=O)C1CCN(CCOc2ccc(F)cc2)CC1)c1ccc(Cl)cc1 (stereo not drawn) | 2 | -5 | 0.3 | 2.5 | 97 | -35 | 1 | -6 | 11 | 3
CCOc1ccc(OCC)c(NC(=O)C2CCN(S(=O)(=O)c3c(C)[nH]c(=O)[nH]c3=O)CC2)c1 | 1 | 3 | 0.2 | -1.4 | 102 | -11 | 2 | -5 | 2 | 10
O=C(NCCO)c1cc2c([nH]c3ccccc32)c(-c2ccc(F)cc2)n1 | -7 | 9 | 0.1 | -1.4 | 98 | -2 | -11 | -18 | 5 | 27
COCCn1nnnc1C(C(C)C)N(Cc1cccnc1)Cc1ccccc1Cl (stereo not drawn) | 10 | 0 | 0.1 | 0.4 | 100 | 2 | 13 | · | 2 | -11
COCCN(CC(=O)Nc1cccc(C)c1C)C(=O)c1cc2c(s1)CCC2 | 1 | 1 | 0.1 | 0.4 | 97 | -6 | 4 | -5 | -5 | -8
CCCCOC(=O)Cn1c(=O)n(CC(=O)OCCCC)c2cc(C)ccc21 | -5 | -1 | -0.3 | 1.6 | 103 | 7 | -1 | · | 17 | -10
Cc1ccc(C(=O)Nc2ccc(Nc3ccccc3)cc2)c(Cl)c1 | -7 | 0 | 0.4 | -1.2 | 98 | 2 | -3 | -20 | -8 | -1
Cc1cc(OCC(=O)N2CCC(O)CC2)c2c(C)cc(=O)oc2c1 | 7 | 2 | 0.0 | -0.1 | 101 | -6 | 2 | · | 3 | -3
CC1CCN(S(=O)(=O)c2cc(C(=O)N3CCN(c4ccccc4)CC3)ccc2Br)CC1 | -5 | -3 | 1.3 | -2.0 | 91 | -1 | -16 | -5 | 1 | -22
CC(=O)Nc1ccc(NS(=O)(=O)c2cc(Cl)sc2Cl)cc1 | 5 | -1 | -0.1 | -1.5 | 97 | 11 | 6 | -5 | -1 | -2
COc1ccc(F)cc1COc1nc(C)nc2ccccc12 | 3 | 1 | 0.1 | -0.9 | 98 | -51 | 16 | -4 | 2 | 1
CCCCc1ccc(-c2csc(/C(C#N)=C/c3ccc(C)o3)n2)cc1 | 8 | 2 | -0.1 | -1.5 | 107 | -2 | · | -5 | 7 | -2
COc1ccc(NC(=O)CN2C(=O)C(C)Oc3ccccc32)c(OC)c1 (stereo not drawn) | 6 | 0 | -0.2 | 0.6 | 79 | -1 | 5 | -3 | 2 | 1
O=[N+]([O-])c1ccc(N2CCc3ccccc3C2)cc1 | -7 | 8 | 0.3 | -0.5 | 98 | -2 | -4 | -5 | 19 | 12
CCOCC(=O)Nc1ccccc1C(=O)OCC | 0 | -1 | 0.1 | 1.3 | 88 | -10 | 4 | -3 | -6 | -3
CN(Cc1ccccn1)Cc1nc(-c2ccc(Cl)cc2)no1 | -2 | -1 | -0.1 | 1.3 | 106 | -3 | -3 | -3 | 21 | -4
O=C(NCc1ccccc1)c1cc[n+](Cc2ccccc2)cc1 | -3 | -3 | -0.2 | -1.8 | 97 | 2 | -5 | -2 | 13 | -10
Cc1c(Nc2nc3ccccc3nc2NS(=O)(=O)c2cccc(Cl)c2)c(=O)n(-c2ccccc2)n1C | 5 | 0 | 0.1 | -3.0 | 100 | 7 | 4 | -4 | -2 | -3

At a glance, part of the list above.
SMILES | m5-HT2A agonist | N-glyco inh | aDG glyco act | MC4R barr agon | ABCB6 inh MLPCN | PDI turbidity | Vif inh | CaV13 FRET inh | MC4R antagonist | Cardio protect
CC(=O)Nc1ccc(NS(=O)(=O)c2cc(Cl)sc2Cl)cc1 | 5 | -1 | -0.1 | -1.5 | 97 | 11 | 6 | -5 | -1 | -2
COc1ccc(F)cc1COc1nc(C)nc2ccccc12 | 3 | 1 | 0.1 | -0.9 | 98 | -51 | 16 | -4 | 2 | 1
CCCCc1ccc(-c2csc(/C(C#N)=C/c3ccc(C)o3)n2)cc1 | 8 | 2 | -0.1 | -1.5 | 107 | -2 | · | -5 | 7 | -2
COc1ccc(NC(=O)CN2C(=O)C(C)Oc3ccccc32)c(OC)c1 (stereo not drawn) | 6 | 0 | -0.2 | 0.6 | 79 | -1 | 5 | -3 | 2 | 1
O=[N+]([O-])c1ccc(N2CCc3ccccc3C2)cc1 | -7 | 8 | 0.3 | -0.5 | 98 | -2 | -4 | -5 | 19 | 12
CCOCC(=O)Nc1ccccc1C(=O)OCC | 0 | -1 | 0.1 | 1.3 | 88 | -10 | 4 | -3 | -6 | -3
CN(Cc1ccccn1)Cc1nc(-c2ccc(Cl)cc2)no1 | -2 | -1 | -0.1 | 1.3 | 106 | -3 | -3 | -3 | 21 | -4
O=C(NCc1ccccc1)c1cc[n+](Cc2ccccc2)cc1 | -3 | -3 | -0.2 | -1.8 | 97 | 2 | -5 | -2 | 13 | -10
Cc1c(Nc2nc3ccccc3nc2NS(=O)(=O)c2cccc(Cl)c2)c(=O)n(-c2ccccc2)n1C | 5 | 0 | 0.1 | -3.0 | 100 | 7 | 4 | -4 | -2 | -3

The results go on.
SMILES | m5-HT2A agonist | N-glyco inh | aDG glyco act | MC4R barr agon | ABCB6 inh MLPCN | PDI turbidity | Vif inh | CaV13 FRET inh | MC4R antagonist | Cardio protect
CC(C)Nc1nc(-c2cccnc2)nc(-c2ccc(Cl)cc2)c1C#N | -3 | -6 | 0.1 | 1.9 | 96 | -13 | 2 | -5 | 11 | -8
Cc1ccccc1NC(=S)N(CCCN1CCCCC1)Cc1ccco1 | -2 | 4 | -0.1 | -1.3 | 87 | -13 | 6 | -5 | -2 | 1
O=C(COC(=O)CNC(=O)c1ccco1)NCCN1C(=O)CSC1=O | 3 | 2 | 0.0 | 2.0 | 91 | -5 | 11 | -4 | 0 | -5
Cc1ccc(S(=O)(=O)NN=Cc2cc(Cl)ccc2O)cc1 | -2 | 13 | -0.1 | -1.3 | 91 | 7 | -19 | -6 | -1 | -10
Cc1ccc(C)c(OCCCCn2ccnc2)c1 | -1 | 1 | 0.3 | -1.4 | 90 | -4 | -12 | -4 | 0 | -4
